All columns: NCI-60 one-dose screen, growth in % after 48 h at 10 µM unless noted; 100 = growth as untreated, 0 = no growth, -100 = all killed.
SK-MEL-2: SK-MEL-2 melanoma. 77,000 compounds, 4.7% hits
UACC-62: UACC-62 melanoma. AID 1794756. 81,000 compounds, 5.4% hits
LOX IMVI: LOX IMVI melanoma | 79,000 compounds, 7.4% hits | AID 1794757
MALME-3M: MALME-3M melanoma; 78,000 compounds, 5.8% hits; AID 1794766
SK-MEL-28: SK-MEL-28 melanoma. 81,000 compounds, 4.1% hits
HS 578T: HS 578T breast cancer. 78,000 compounds, 4.1% hits. AID 1794788
SK-MEL-5: SK-MEL-5 melanoma; 80,000 compounds, 6.4% hits; AID 1794755
UACC-257: UACC-257 melanoma | AID 1794764 | 78,000 compounds, 4.4% hits
Numbers without * were called inactive; x = no result given; & = joins results of further samples; [ ] = another dose, or the depositor's remark. How the source made its calls: active means growth percent below 10; inactive means the rest.

SMILES	SK-MEL-2	UACC-62	LOX IMVI	MALME-3M	SK-MEL-28	HS 578T	SK-MEL-5	UACC-257
COc1cc(/C=C/c2cc(/C=C/c3ccc(O)c(OC)c3)n(C(N)=O)n2)ccc1O	-53*	-47*	1.5*	-4.9*	-25*	-11*	-33*	0.8*
O=[N+]([O-])c1cccc(N=Cc2ccccc2)c1	104	103	102	119	122	110	104	102
CC[P+](C)(CC)c1ccccc1	89	104	92	87	113	115	103	103
NC(N)=Nc1ccc(Oc2cccc(Nc3ccc(Cl)c(C(F)(F)F)c3)c2)cc1	84	40	-62*	x	68	52	44	28
CCN(CC)CCNc1ccnc2cc(Cl)ccc12	114&102	104&66	98&91	127&44	100&92	97&90	99&88	111&31
CC(=O)/C=C(\CC(C)C)OC(=O)c1ccccc1	99	103	91	105	115	102	101	100
N#CCC(=O)Nc1nnc(-c2cccnc2)o1	105	100	103	110	113	114	101	102
Clc1ccc(-c2nnc(Cn3c(Cc4cccc5ccccc45)nc4ccccc43)o2)cc1	101	97	85	86	102	93	96	108
O=C(Nc1ccccc1)Nc1ccccc1C(=O)O	109	103	105	x	107	106	99	95
Cn1ccc2cc(NC(=O)Cn3cc(-c4ccc(F)cc4)nn3)ccc21	108	97	97	116	116	107	106	121
CCOC(=O)c1[nH]cc(-c2ccccc2)c1-c1ccc(OC)cc1OC	96	80	91	103	103	84	98	97
Fc1cccc(/C=N/Nc2nc(N/N=C/c3cccc(F)c3)nc(N3CCCCC3)n2)c1	99	74	86	100	91	113	68	100
CC1=C(C(=O)OCC2CCN(C(=O)OC(C)(C)C)CC2)[C@H](c2cccc(C#N)c2)C2=C(CC(C)(C)CC2=O)N1	75	44	15	66	68	62	20	70
COc1c2c(c(OC)c3occc13)OC(C)c1sc3nc(C)[nH]c(=O)c3c1-2 (configuration not stated)	x	94	90	97	x	100	96	98
Cc1ncc(CO)c2c1OC(C)(C)OC2	104	99	103	91	109	111	103	95
CCN1CCN(CC(=O)Nc2cccc(-n3cc(-c4ccncc4)c(-c4ccc(Cl)c(OC)c4)n3)c2)CC1	94	109	100	96	103	100	105	96
CN(C)c1cccc2c(S(=O)(=O)Nc3cccc(-c4csc(NC(=O)CNCCS(=O)(=O)O)n4)c3)cccc12	x	85	97	92	99	98	101	x
COC(=O)[C@H](Cc1ccc(O)cc1)n1cc(COC(=O)c2cccc3c(=O)c4ccccc4[nH]c23)nn1	105	75	77	94	102	85	84	96
O=C(OCc1ccccc1)c1ccccc1	88&126	102&93	96	102&109	120&106	105	101&104	85&96
CCCCCCCCN(CCCCCCCC)CC(O)c1cc(C)c2ccc3cc(C(C)C)ccc3c2c1 (configuration not stated)	106	104	93	101	108	104	103	117
Oc1c2c(n3cccc13)=c1cc(Cl)ccc1=N2	107	90	x	x	120	107	104	108
Cc1nn(-c2ccc(Cl)cc2)c2c1C(c1ccc([N+](=O)[O-])cc1)C(C#N)=C(N)O2 (configuration not stated)	98	91	98	102	104	100	97	96
COc1ccc(C(=O)CSc2nnc3n2N=C(c2ccc(OC)cc2)CS3)cc1	97	88	103	95	102	84	95	104
COc1cc2c(C#N)n3c(c2cc1OC)C(=O)C(c1ccccc1)Oc1ccccc1-3 (configuration not stated)	65	x	22	x	93	74	25	89
O=C(c1ccc([N+](=O)[O-])c([N+](=O)[O-])c1O)n1[nH]c(=O)c2ccccc2c1=O	76	60	57	72	93	77	78	80
Cc1cc(C)n(CC(=O)Nc2ccc(-c3nc4ccccc4s3)cc2)n1	x	95	98	108	109	113	96	107
NC(=O)CC1(c2ccccc2)CCCCC1	102	107	96	94	110	115	106	x
CCc1nn2c(-c3ccc4c(c3)OCO4)c(-c3cc(OC)c(OC)c(OC)c3)nc2s1	86	60	82	104	90	80	83	103
C/C(=C\c1ccc([N+](=O)[O-])cc1)C(=O)O	110	100	99	108	111	101	98	99
O=C(CSC(=S)N1CCOCC1)Nc1ccc(Cl)cc1	62	30	43	105	95	100	79	84
O=C(NCc1ccccc1)C(=O)c1cn(CCCn2cc(C(=O)C(=O)NCc3ccccc3)c3ccccc32)c2ccccc12	99	92	96	99	104	103	102	107
O=S(=O)(Oc1ccc(-c2nnc(Nc3ccccc3)s2)cc1)C(F)(F)C(F)(F)C(F)(F)C(F)(F)F	112	89	97	104	112	99	99	106
Cc1nn(C)c2ncnc(N/N=C/c3cccc(O)c3)c12	102	100	97	96	96	80	100	100
Cc1nnc(NC(=O)Nc2ccc(S(N)(=O)=O)cc2)s1	116	98	92	102	114	101	105	103
COc1cccc(-c2nc(-c3ccc(NS(C)(=O)=O)cc3)[nH]c2-c2ccnc(Br)c2)c1	72	57	29	74	66	63	84	82
COc1cc(C2C(C(=O)c3cccs3)=C(O)C(=O)N2CCN2CCOCC2)cc(OC)c1OC (configuration not stated)	102	106	x	107	104	112	96	108
COc1ncnc2c(C#CCO)cn(COCc3ccccc3)c12	97	83	96	72	109	80	88	94
COC(=O)/C(CCC=C(C)C)=C1\[C@@H](OC(C)=O)C[C@@]2(C)[C@H]1C[C@@H](O)[C@H]1[C@@]3(C)CC[C@H](NCCO)[C@@H](C)[C@@H]3CC[C@@]12C	109	98	94	93	106	93	102	107
Cc1onc(-c2ccccc2Cl)c1C(=O)Nc1ccccc1CC1c2ccccc2CCN1C (configuration not stated)	83	93	104	124	86	x	91	91
N=C(N)Sc1cc(Br)c[n+]([O-])c1	98	92	99	110	113	94	100	82
CC(C)(C)C1CCc2[nH]c(=O)c(C#N)c(C#N)c2C1 (configuration not stated)	126	98	93	114	113	99	98	x
C#CC[C@@H]1C[C@]2(C)[C@H]3CC[C@@H]4[C@H]5C(C(=C)C)CC[C@]5(C(=O)NCCN(CCN)CCN)CC[C@@]4(C)[C@]3(C)CC[C@H]2C(C)(C)[C@H]1OC(C)=O (some centres not stated)	112	103	66	86	105	115	97	109
CSc1nc(N)nn1S(=O)(=O)c1ccc(C)cc1	108	94	x	95	108	97	99	106
CNc1ccc(CSc2ccc(C)cc2)cc1	97	86	92	94	94	96	68	93
CC(C)(CC(C)(N)C(=O)O)OCc1ccccc1 (configuration not stated)	99	98	98	100	102	107	102	102
SC(c1ccccc1)(c1ccccc1)c1ccccc1	103	91	101	117	105	106	100	102
O=S(=O)(NCCNc1nccc(-c2c(-c3ccc(O)cc3)nc3sccn23)n1)c1ccccc1	48	13	27	x	17	80	48	24
Cc1ccc(-c2nc(C#N)c(NCC(c3ccc(Cl)cc3)N3CCCCC3)o2)cc1 (configuration not stated)	103	95	98	96	96	95	94	102
CCN(CC)c1nc(/C=C\c2ccc(N(C)C)cc2)c2nccnc2n1	90	87	92	106	107	102	83	114
O=[N+]([O-])c1ccc(N/N=C\c2cccc([N+](=O)[O-])c2)cc1	95	69	x	x	108	116	100	95
COc1ccc(C2=NN(C(C)=O)C(c3cccc(NS(C)(=O)=O)c3)C2)cc1 (configuration not stated)	105	91	91	98	139	86	98	x
O=C(Nc1ccccc1N1CCCC1=O)c1oc2ccc(F)cc2c1-c1cnn(-c2ccccc2)c1	73[50 µM]	46[50 µM]	42[50 µM]	29[50 µM]	72[50 µM]	41[50 µM]	11[50 µM]	70[50 µM]
N#CCCCCCn1cc(C2=C(c3cn(CCCCCC#N)c4ccccc34)C(=O)NC2=O)c2ccccc21	96	99	69	121	133	60	79	136
CCOC(=O)c1ccc(NCCC(=O)O)cc1	97	102	101	110	107	104	104	104
Clc1ccc(Cc2nnc3sc(-c4ccccc4)nn23)cc1	105	96	101	112	109	100	99	109
Cc1ccc2nc3c(nc2c1)c1cc(I)ccc1n3CCN(C)C	52	59	x	9.7*	12	24	48	42
Cc1ccccc1NC(=O)CSc1nc2ccccc2[nH]1	108	92	100	102	96	100	100	102
COc1cc([C@H]2[C@]3(C#N)C(N)=NC(=C(C#N)C#N)[C@]23C#N)cc(OC)c1OC	86	x	100	x	107	112	102	112
CCOC(=O)c1nn(-c2ccccc2)c(=O)c2c(N)c(C#N)c(-c3cccs3)cc12	98	86	73	88	100	33	96	93
Cc1ccc2nc(NC(=O)CSc3nc(-c4ccccc4)c(C#N)c(=O)[nH]3)sc2c1	100	92	99	100	104	101	96	105
Next part:
SMILES	SK-MEL-2	UACC-62	LOX IMVI	MALME-3M	SK-MEL-28	HS 578T	SK-MEL-5	UACC-257
C#CCOc1ccc2ncnc(Nc3cccc(CNC(=O)CCl)c3)c2c1	50[8.25 µM]	40[8.25 µM]	54[8.25 µM]	69[8.25 µM]	69[8.25 µM]	38[8.25 µM]	14[8.25 µM]	59[8.25 µM]
COc1ccc2nc(C)cc(OCC(=O)NCc3ccccc3)c2c1	105	95	93	110	100	108	89	116
Cc1c([N+](=O)[O-])cc(I)c(N)c1I	134	88	94	120	81	89	96	103
CC(C)(O)C#CC#CC(C)(C)O	103	111	97	107	99	100	99	94
C/C=C(\C)C(=O)O[C@@H]1C2CC3=C4CC(=O)O[C@@H](c5ccoc5)[C@]4(C)CC[C@@H]3[C@@](C)(C2=O)[C@@H](CC(=O)OC)C1(C)C	97	87	96	99	109	96	94	89
N#CC1(C#N)C2=C(CCCCC2)NC(c2cccs2)C1(C#N)C#N (configuration not stated)	107	98	91	95	99	90	92	116
CCOC(=O)n1cnc2nc(N)nc(SC)c21	115	94	91	131	105	111	107	107
OC(Cc1nccc2ccccc12)(c1ccccc1)c1ccccc1	104	84	99	92	95	94	95	116
CCCCn1c(NC(C)=O)c(S(=O)(=O)c2ccccc2)c2nc3ccccc3nc21	121	98	101	99	122	96	100	100
Cn1c(=O)c2[nH]c(CCCCCC(=O)O)nc2n(C)c1=O	109	98	104	96	105	109	105	101
C=C(C)[C@@H]1CC[C@]2(C(=O)NCCNCCNC(=O)OC(C)(C)C)CC[C@]3(C)[C@H](CC[C@@H]4[C@@]5(C)CCC(=O)C(C)(C)[C@@H]5CC[C@]43C)[C@@H]12	42[100 µM]	48[100 µM]	40[100 µM]	64[100 µM]	56[100 µM]	38[100 µM]	-8.4*[100 µM]	37[100 µM]
COc1ccc(-c2nnc3c4cc[nH]c4ncn23)cc1OC	91	104	110	92	113	88	100	112
CCOC(=O)C1=C(C)N(C)C(=O)N(C)C1c1ccccc1 (configuration not stated)	106	87	96	87	124	108	93	92
CC(C)CCSc1nc(Nc2ccccc2)c(C#N)c(-c2ccccc2)n1	81	90	25	37	82	14	95	88
Cc1cc(C)n(-c2nc(-c3ccco3)c(C#N)c(=O)[nH]2)n1	94	95	89	96	101	111	105	99
CCCOC(=O)O[C@H]1CC[C@@]2(C)C(=CC[C@H]3[C@@H]4CC[C@H]([C@H](C)CCCC(C)C)[C@@]4(C)CC[C@@H]32)C1	94	101	100	92	103	107	103	95
O=C(O)C1CC1	x	108	97	88	104	108	100	104
CCOC(=O)c1c(C=O)nc2ccccc2c1/C=C/c1ccc(Cl)cc1	105	102	97	100	103	91	83	105
C/C(=N\NC(=S)N1CCCC1)c1ccccn1	14	-36*	1.6*	-8.2*	24	32	4.2*	-32*
Clc1ccc(-c2n[nH]c(Cn3nnnc3-c3ccccc3)n2)cc1	98	100	101	111	112	x	101	107

Compound profiles, as listed above:
Listed for `CCCOC(=O)O[C@H]1CC[C@@]2(C)C(=CC[C@H]3[C@@H]4CC[C@H]([C@H](C)CCCC(C)C)[C@@]4(C)CC[C@@H]32)C1` → SK-MEL-2: 94; UACC-62: 101; LOX IMVI: 100; MALME-3M: 92; SK-MEL-28: 103; HS 578T: 107; SK-MEL-5: 103; UACC-257: 95
Listed for `COc1c2c(c(OC)c3occc13)OC(C)c1sc3nc(C)[nH]c(=O)c3c1-2` (configuration not stated) → SK-MEL-2: x; UACC-62: 94; LOX IMVI: 90; MALME-3M: 97; SK-MEL-28: x; HS 578T: 100; SK-MEL-5: 96; UACC-257: 98
Listed for `Clc1ccc(-c2nnc(Cn3c(Cc4cccc5ccccc45)nc4ccccc43)o2)cc1` → SK-MEL-2: 101; UACC-62: 97; LOX IMVI: 85; MALME-3M: 86; SK-MEL-28: 102; HS 578T: 93; SK-MEL-5: 96; UACC-257: 108

Additional records:
SMILES	SK-MEL-2	UACC-62	LOX IMVI	MALME-3M	SK-MEL-28	HS 578T	SK-MEL-5	UACC-257
CN=c1ccc2nc3ccc(N)cc3sc-2c1	-0.9*	16	2.6*	-23*	52	59	x	-19*
COC(=O)C1=Nc2cc(OC)cc(OC)c2/C1=C\c1sc(=S)n(C(Cc2ccccc2)C(=O)O)c1O (configuration not stated)	106	91	97	98	111	94	99	103
COC(=O)C(Cc1ccccc1)NC(=O)NC(=O)NC(=O)CI (configuration not stated)	95	6.2*	-79*	-71*	52	111	90	103
CC(=O)Nc1ccc(N)cc1	101	102	99	96	110	106	100	121
N#CC(Cc1ccc2ccccc2c1)c1cc2ccccc2[nH]1 (configuration not stated)	96	64	91	92	103	90	96	102
CCN1CCN(c2nc(NN3C(=O)c4cccc5cccc(c45)C3=O)nc(N3CCOCC3)n2)CC1	113	102	90	95	112	98	97	115
Cl.[Pt].[c-]1ccccc1-c1ccccn1.c1ccc(P(c2ccccc2)C([PH+](c2ccccc2)c2ccccc2)[PH+](c2ccccc2)c2ccccc2)cc1	-2.5*	17	12	-9.8*	34	7.9*	-87*	15
C=C(C)[C@@H]1CC[C@]2(C=NCC#CCN3CCN(C)CC3)CC[C@]3(C)[C@H](CC[C@@H]4[C@@]5(C)CCC(=O)C(C)(C)[C@@H]5CC[C@]43C)[C@@H]12	107	77	x	96	105	106	99	97
COc1cc(/C=C/C(=O)/C=C(O)/C=C/c2ccc(OC(=O)c3csc4ccccc34)c(OC)c2)ccc1OC(=O)c1csc2ccccc12	120	97	98	101	106	x	101	107

An excerpt from above with just SK-MEL-2 and HS 578T:
Structure	SK-MEL-2	HS 578T
COC(=O)C(Cc1ccccc1)NC(=O)NC(=O)NC(=O)CI (configuration not stated)	95	111
CC(=O)Nc1ccc(N)cc1	101	106
